Screens (PubChem)
TDP1 cell CPT: DT40-hTDP1 cell growth loss with CPT. chicken DT40 Tdp1-/-;hTDP1 cells + 20 nM CPT, ATP luminescence, 48 h. Potency, µM (highest dose often 46.2 µM), without a hit: at the top dose activity change, negative = growth inhibition, most hits filed as inhibitors. 420,000 tested, 12% active; note: nearly all actives have a fitted effect of over 55% in size
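Chicken DT40 Tdp1-/- cells complemented with human TDP1, 400 cells/well, exposed to compounds plus 20 nM camptothecin for at least 48 h at 37 C; viability read as ATP content by CellTiter-Glo luminescence.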
TDP1 cell noCPT: qHTS for Inhibitors of human tyrosyl-DNA phosphodiesterase 1 (TDP1): qHTS in cells in absence of CPT; Potency, µM (series often up to 46.2 µM), for inactives: at the highest dose activity change, negative = growth inhibition, actives largely listed as inhibitors; AID 686978, 2013; 420,000 tested, 15% active; DT40 Tdp1-/- hTDP1 cells, no CPT, ATP luminescence, 48 h; note: nearly all actives have a fitted effect of over 55% in size
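Chicken DT40 Tdp1-/- cells stably complemented with human TDP1 were seeded at 400 cells/well with DMSO in place of 20 nM camptothecin. After compound pinning, cells grew at least 48 hr at 37 °C; viability read by CellTiter-Glo luminescence.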
TDP1 inh: TDP1 (human) enzyme inhibition; 350,000 tested, 0.28% active; recombinant TDP1, AlphaScreen DNA substrate cleavage; Potency, µM (highest dose often 130 µM), for the others: at the highest dose activity change, negative = inhibition, actives largely listed as inhibitors; Q9NUW8; note: nearly all actives have a fitted effect of over 40% in size
Target sequence (Q9NUW8 whole entry, looked up): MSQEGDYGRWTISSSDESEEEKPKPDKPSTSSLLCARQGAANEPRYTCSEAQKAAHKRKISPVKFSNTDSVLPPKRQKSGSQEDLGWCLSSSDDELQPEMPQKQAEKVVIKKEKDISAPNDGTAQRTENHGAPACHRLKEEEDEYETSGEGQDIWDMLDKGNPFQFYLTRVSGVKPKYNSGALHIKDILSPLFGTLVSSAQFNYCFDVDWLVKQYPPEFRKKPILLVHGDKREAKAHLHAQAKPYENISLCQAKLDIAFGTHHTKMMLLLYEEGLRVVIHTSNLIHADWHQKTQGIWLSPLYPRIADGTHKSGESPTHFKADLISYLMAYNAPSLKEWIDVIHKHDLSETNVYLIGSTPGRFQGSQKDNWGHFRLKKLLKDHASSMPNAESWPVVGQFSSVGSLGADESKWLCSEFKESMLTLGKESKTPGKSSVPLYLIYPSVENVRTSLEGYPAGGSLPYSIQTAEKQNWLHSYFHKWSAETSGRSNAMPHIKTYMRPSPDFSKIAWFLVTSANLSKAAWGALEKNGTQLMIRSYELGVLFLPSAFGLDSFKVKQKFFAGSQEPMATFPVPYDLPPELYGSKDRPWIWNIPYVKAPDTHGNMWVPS
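Here, a 5' biotin and 3' phosphotyrosine-FITC DNA oligonucleotide reports Tdp1 activity: intact substrate bridges AlphaScreen beads, while cleavage leaves a 3' phosphate and drops signal. All incubations at room temperature.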
An asterisk follows results filed as active; ? = inconclusive; · = not tested or not shown; [ ] = another dose, or the depositor's remark. Calls come from the whole dose curve; as a rule, active = well fitted curve in the direction sought with a large enough effect; inconclusive = small, poorly fitted or top-dose-only effect, or another doubt; inactive = no such curve, though single readings can be large; an effect the other way counts as inactive or inconclusive. % is set by controls: 0 for no effect and ±100 for the full control effect; potency is the fitted concentration of half-maximal effect.

[1] O=C(COC(=O)C1CC1)Nc1ccc(N=Nc2ccccc2)cc1
[2] O=C(C[C@H]1CC[C@@H]2[C@H](COC[C@@H](O)CN2Cc2cccc(F)c2)O1)NCC1CCCCC1
[3] CCOc1ccccc1-n1c(SCC(=O)NC(C)CC)nnc1-c1ccoc1C (centres undefined)
[4] CCOC(=O)N1CCN(C(=O)CN(C)S(=O)(=O)c2ccc(OCC)cc2)CC1
[5] C/C(=N/NC(=O)CNS(=O)(=O)c1ccc(C)cc1)c1cccc([N+](=O)[O-])c1
[6] CCc1cc(=O)oc2cc(C)cc(OC(C)C(=O)NCCCN3CCOCC3)c12 (centres undefined)

assay / compound,1,2,3,4,5,6
TDP1 cell CPT,-6%,21µM*,?,1%,1%,-15%
TDP1 cell noCPT,-19%,21µM*,?,-6%,12%,29%
TDP1 inh,5%,·,1%,8%,1%,0%

[7] CC(C)(C)NC(=O)C(OC(=O)c1ccco1)c1ccccc1F (centres undefined)
[8] O=C(COc1ccc(S(=O)(=O)N2CCOCC2)cc1)NCCc1ccc(Cl)cc1
[9] O=c1c(-c2ccc(F)cc2)nc2cncnc2n1-c1ccccc1
[10] Cc1nnc(-c2ccco2)c2cn(-c3cccc(Br)c3)nc12
[11] Fc1ccc(-n2c(-c3ccc4ccccc4n3)n[nH]c2=S)cc1Cl
[12] COC(=O)c1ccc(C2/C(=C(/O)c3ccc(OC)cc3)C(=O)C(=O)N2c2cc(C)on2)cc1 (centres undefined)

assay / compound,7,8,9,10,11,12
TDP1 cell CPT,4%,?,0%,?,18%,-5%
TDP1 cell noCPT,2%,18µM*,-7%,23µM*,?,-5%
TDP1 inh,·,·,·,6%,-3%,5%

[13] COc1ccc(C2(N3CCN(c4cc(C)ccc4C)CC3)C(=O)c3ccccc3C2=O)cc1
[14] CCOC(=O)c1ccc(NC(=O)c2c(N)n(C)c(=O)n(C)c2=O)cc1
[15] COc1cccc(-c2ccc3ncnc(NCCN4CCOCC4)c3c2)c1
[16] O=C(Nc1ccc(NC(=O)c2ccc([N+](=O)[O-])o2)cc1Cl)c1ccco1
[17] CCC(Sc1nc2c(sc3ccccc32)c(=O)n1CCc1ccc(OC)c(OC)c1)C(=O)N(CC)CC (centres undefined)
[18] COc1c(C)cc(C(=O)C2CCCN(C(=O)c3cccc(F)c3)C2)cc1C (centres undefined)

assay / compound,13,14,15,16,17,18
TDP1 cell CPT,?,-6%,?,?,6.5µM*,?
TDP1 cell noCPT,?,-11%,?,?,5.8µM*,?
TDP1 inh,-2%[12.3 µM],·,·,1%,4%,5%

[19] COc1ccccc1NC(=O)CSc1nc2n[nH]c(C)c2c(=N)n1-c1ccccc1Cl
[20] CCOc1ccc(NC(=O)Cn2c(=O)n(Cc3ccccc3)c(=O)c3c4c(sc32)CN(C(C)=O)CC4)cc1
[21] COc1cccc(NC(=O)CN(C)C(=O)c2cc(-c3ccccc3)nc3ccccc23)c1
[22] COc1ccccc1CN1CCCC(N2CCN(c3ccc(F)cc3)CC2)C1 (centres undefined)
[23] O=C(O)CSc1nc2ccccc2nc1N1CCCCC1
[24] CC(=O)Nc1ccc(S(=O)(=O)NC(C)C(=O)NCC(c2ccco2)N(C)C)cc1 (centres undefined)

assay / compound,19,20,21,22,23,24
TDP1 cell CPT,23µM*,?,?,-28%,2%,4%
TDP1 cell noCPT,26µM*,?,?,-13%,7%,7%
TDP1 inh,5%,6%,1%,·,0%,0%

5 entries from above, sorted by molar mass, descending.
[20] CCOc1ccc(NC(=O)Cn2c(=O)n(Cc3ccccc3)c(=O)c3c4c(sc32)CN(C(C)=O)CC4)cc1
[19] COc1ccccc1NC(=O)CSc1nc2n[nH]c(C)c2c(=N)n1-c1ccccc1Cl
[21] COc1cccc(NC(=O)CN(C)C(=O)c2cc(-c3ccccc3)nc3ccccc23)c1
[24] CC(=O)Nc1ccc(S(=O)(=O)NC(C)C(=O)NCC(c2ccco2)N(C)C)cc1 (centres undefined)
[23] O=C(O)CSc1nc2ccccc2nc1N1CCCCC1

assay / compound,20,19,21,24,23
TDP1 cell CPT,?,23µM*,?,4%,2%
TDP1 cell noCPT,?,26µM*,?,7%,7%
TDP1 inh,6%,5%,1%,0%,0%

Other structures follow:
[25] Cc1ccccc1OCC(=O)NNC(=O)CCN1C(=O)c2ccccc2C1=O
[26] O=C(NC1CCS(=O)(=O)C1)Oc1ccccc1 (centres undefined)
[27] C[C@@H]1NS(=O)(=O)[C@H]2C[C@@H]3C=C[C@]2(O3)[C@H]1OC(=O)Nc1ccc(C(F)(F)F)cc1[N+](=O)[O-]
[28] COc1ccc(-n2nnnc2SCC(=O)NC2CCS(=O)(=O)C2)cc1 (centres undefined)
[29] CCOC(=O)Cc1csc(NC(=O)CN2CCOCC2)n1
[30] N#Cc1c(N(CC(=O)O)CC(=O)O)sc(C(=O)O)c1CC(=O)O

assay / compound,25,26,27,28,29,30
TDP1 cell CPT,23%,?,?,7%,36%[activator],-4%
TDP1 cell noCPT,-5%,26µM*,?,1%,-6%,-22%
TDP1 inh,8%,0%,2%,-1%,6%,·

Whole records as entered above. Values in the order: TDP1 cell CPT | TDP1 cell noCPT | TDP1 inh
O=C(NC1CCS(=O)(=O)C1)Oc1ccccc1 (centres undefined) in the list: ? | 26µM* | 0%
C[C@@H]1NS(=O)(=O)[C@H]2C[C@@H]3C=C[C@]2(O3)[C@H]1OC(=O)Nc1ccc(C(F)(F)F)cc1[N+](=O)[O-] in the list: ? | ? | 2%
CCOC(=O)Cc1csc(NC(=O)CN2CCOCC2)n1 in the list: 36%[activator] | -6% | 6%
N#Cc1c(N(CC(=O)O)CC(=O)O)sc(C(=O)O)c1CC(=O)O in the list: -4% | -22% | ·
COc1ccc(-n2nnnc2SCC(=O)NC2CCS(=O)(=O)C2)cc1 (centres undefined) in the list: 7% | 1% | -1%

Continuation:
[31] CCN(CC(=O)Nc1ccc2c(c1)OCCO2)C(=O)COc1cc(C)ccc1Cl
[32] CN(C)c1ccc(C2NCCS2)cc1 (centres undefined)
[33] O=C1CC(c2ccccc2)C(C(=O)Nc2ccccc2F)N1 (centres undefined)
[34] CN(c1ccccc1)S(=O)(=O)c1cccc(C(=O)OCC(=O)Nc2ccc3[nH]c(=O)[nH]c3c2)c1
[35] COc1ccc(C(=O)Nc2cc(OC)ccc2OC)cc1
[36] COc1ccc(CNC(=O)CCN2C(=O)c3ccccc3C2=O)cc1

assay / compound,31,32,33,34,35,36
TDP1 cell CPT,?,6%,-19%,1%,-11%,-4%
TDP1 cell noCPT,?,-1%,?,-1%,-12%,19%
TDP1 inh,7%,12%,-4%,·,3%,·

[37] CC(=O)N/C(=C\c1ccc(Cl)cc1)C(=O)O
[38] CCCC(=O)N1CC(=O)Nc2ccc(C)cc2C1c1ccc(F)cc1 (centres undefined)
[39] Cc1cccc(N2CCN(C(=O)c3cccn3-c3nnc(N4CCCCC4)s3)CC2)c1C
[40] COc1cc(Cl)c(C)cc1NC(=O)CSc1nnc(CCC(=O)O)c(=O)[nH]1
[41] Cc1ccc(C(=O)C=CNNC(=O)c2ccccc2)cc1
[42] Cc1ccc(C(=O)OCC(=O)Nc2cccc(Br)c2)s1

assay / compound,37,38,39,40,41,42
TDP1 cell CPT,20%,-9%,23µM*,24%,?,-4%
TDP1 cell noCPT,-9%,-16%,23µM*,-7%,?,-5%
TDP1 inh,-6%,·,8%,-1%,·,·

Just TDP1 cell CPT, for two of the compounds above:
no.	canonical_smiles	TDP1 cell CPT
37	CC(=O)N/C(=C\c1ccc(Cl)cc1)C(=O)O	20%
38	CCCC(=O)N1CC(=O)Nc2ccc(C)cc2C1c1ccc(F)cc1 (centres undefined)	-9%

(next part)
[43] COc1ccc(C2C(C(=O)NCc3ccco3)c3ccccc3C(=O)N2C)cc1 (centres undefined)
[44] Cc1ccc(Cl)cc1N1CCN(Cc2nc3c(c(=O)[nH]c(=O)n3C)n2Cc2ccccc2F)CC1
[45] O=C(Nc1ccc2c(c1)OCCO2)C1CCCN(S(=O)(=O)Cc2ccccc2)C1 (centres undefined)
[46] c1cc(-c2cnc3cccnn23)c2cccnc2c1
[47] CCCNC(=O)C1CC(c2ccc(C(F)(F)F)cc2)=NO1 (centres undefined)
[48] CC(C)OC(=O)CC1C(=O)NCCN1C(=O)COc1ccc(C(C)(C)C)cc1 (centres undefined)

assay / compound,43,44,45,46,47,48
TDP1 cell CPT,5%,?,?,9.2µM*,12µM*,6%
TDP1 cell noCPT,-2%,23µM*,?,?,12µM*,-17%
TDP1 inh,3%,7%,6%,·,0%,8%

[49] CNc1ccc(/C=C/c2ccnc3ccccc23)cc1
[50] CCn1c(=O)c2c(nc3n2CCCN3CCc2ccc(OC)c(OC)c2)n(C)c1=O
[51] COc1cc(/C=N/NC(=O)c2ccc(-c3ccccc3)cc2)cc(OC)c1OC
[52] O=C(CN1C(=O)NC2(CCCCC2)C1=O)Nc1ccc2c(c1)OCCCO2
[53] CCOC(=O)Cn1nnc(-c2ccc(S(C)(=O)=O)cc2)n1
[54] Cc1c(NC(=O)Cn2nc(C(F)(F)F)c3c2CCCC3)c(=O)n(-c2ccccc2)n1C

assay / compound,49,50,51,52,53,54
TDP1 cell CPT,11µM*,-24%,21µM*,-3%,4%,7%
TDP1 cell noCPT,16µM*,?,?,19%,-1%,-10%
TDP1 inh,·,·,5%,1%,4%,1%

[55] Cc1nc(SCC(=O)Nc2ccc(F)cc2)c(C#N)c(C)c1CC(=O)c1ccc(Br)cc1
[56] COc1ccc(-n2cc(CNC3CCC(O)CC3)c(-c3cccc(F)c3)n2)cc1 (centres undefined)
[57] CN(C(=O)CSc1nnc(N)s1)C1CCCCC1
[58] COc1ccc(NC(=O)CCN2C(=O)c3ccncc3C2=O)cc1OC
[59] Cc1ccc(S(=O)(=O)N2CCOCC2)cc1NC(=O)COc1ncnc2ccccc12
[60] COc1ccc(CCNC(=O)c2cc(-c3ccncc3)nc3ccc(S(=O)(=O)N4CCOCC4)cc23)cc1OC

assay / compound,55,56,57,58,59,60
TDP1 cell CPT,16µM*,21µM*,3%,2%,3%,-20%
TDP1 cell noCPT,?,21µM*,27%,1%,-7%,-3%
TDP1 inh,3%,3%,4%,0%,6%,-3%

[61] COc1ccc(C(C)=O)cc1COC(=O)CSCC(=O)Nc1ccc(C)cc1
[62] COCCCN(C(=O)CCOc1ccc(C(C)(C)C)cc1)c1c(N)n(Cc2ccccc2)c(=O)[nH]c1=O
[63] O=C(Cc1cccs1)N1CCN(S(=O)(=O)c2ccc(Br)cc2)CC1
[64] COc1cccc(CNC(=O)Cc2csc3ccccc23)c1OC
[65] COc1ccc(/C=C/C(=O)N(C)C2CCS(=O)(=O)C2)cc1OC (centres undefined)
[66] COc1cccc(C(=O)NC(=S)NCc2ccco2)c1

assay / compound,61,62,63,64,65,66
TDP1 cell CPT,-16%,-14%,-9%,?,1%,4%
TDP1 cell noCPT,-1%,-22%,8%,?,1%,-6%
TDP1 inh,13%,-8%,0%,3%,-3%,-5%

[67] Cn1nnnc1SCC(=O)N1c2ccccc2Sc2ccccc21
[68] COCCNC(=O)c1cc(Sc2ccc(F)cc2F)nc2ccccc12
[69] Cc1ccc(Nc2nnc(SCc3cc(=O)n4ccsc4n3)s2)c(C)c1
[70] COc1ccc(NC2=NC(C)(CO)CS2)cc1 (centres undefined)
[71] O=C(COC(=O)c1ccc([N+](=O)[O-])o1)NCc1ccc(F)cc1
[72] COc1cccc(NC(=O)C2c3cc(OC)c(OC)cc3C(=O)N(C)C2c2cccnc2)c1 (centres undefined)

assay / compound,67,68,69,70,71,72
TDP1 cell CPT,10µM*,-29%,-28%,-1%,-20%,-26%
TDP1 cell noCPT,15µM*,-20%,?,-30%,17%,-16%
TDP1 inh,1%,3%,1%,5%,0%,-6%

[73] CCC(=O)N1CCc2cc(S(=O)(=O)CCC(=O)NCCC3=CCCCC3)ccc21
[74] COCCNC(=O)C1CCCN(Cc2ccccc2F)CC1 (centres undefined)
[75] COc1cccc(CNc2nc(NCc3cccs3)nc3ccsc23)c1
[76] CN1C(=O)N(C)C2(c3ccccc3)N(C(C)(C)C)C(=O)NC12c1ccccc1 (centres undefined)

assay / compound,73,74,75,76
TDP1 cell CPT,?,-26%,23µM*,-4%
TDP1 cell noCPT,-29%,1%,10µM*,-30%
TDP1 inh,2%,·,·,8%
